Screens: PubChem BioAssay, The Scripps Research Institute Molecular Screening Center
EBNA-1 inhibitor: blocks EBNA-1 binding to DNA. EBNA-1 DNA binding, fluorescence polarization. inhibition, % at 14.8 µM. actives 0.34% (n = 300,000). AID 1950; in the data active means inhibition above about 28%
PREPL inhibitor: inhibits the human prolyl oligopeptidase-like enzyme. actives 0.68% (n = 320,000). inhibition, % at 5.96 µM. Q4J6C6. recombinant PREPL, fluorescence polarization activity-based probe; in the data active means inhibition above about 43%;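 further: 0% = enzyme with DMSO and 100% = wells lacking enzyme; many of its hits are not listed in these tables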
Target sequence (Q4J6C6 whole entry, looked up): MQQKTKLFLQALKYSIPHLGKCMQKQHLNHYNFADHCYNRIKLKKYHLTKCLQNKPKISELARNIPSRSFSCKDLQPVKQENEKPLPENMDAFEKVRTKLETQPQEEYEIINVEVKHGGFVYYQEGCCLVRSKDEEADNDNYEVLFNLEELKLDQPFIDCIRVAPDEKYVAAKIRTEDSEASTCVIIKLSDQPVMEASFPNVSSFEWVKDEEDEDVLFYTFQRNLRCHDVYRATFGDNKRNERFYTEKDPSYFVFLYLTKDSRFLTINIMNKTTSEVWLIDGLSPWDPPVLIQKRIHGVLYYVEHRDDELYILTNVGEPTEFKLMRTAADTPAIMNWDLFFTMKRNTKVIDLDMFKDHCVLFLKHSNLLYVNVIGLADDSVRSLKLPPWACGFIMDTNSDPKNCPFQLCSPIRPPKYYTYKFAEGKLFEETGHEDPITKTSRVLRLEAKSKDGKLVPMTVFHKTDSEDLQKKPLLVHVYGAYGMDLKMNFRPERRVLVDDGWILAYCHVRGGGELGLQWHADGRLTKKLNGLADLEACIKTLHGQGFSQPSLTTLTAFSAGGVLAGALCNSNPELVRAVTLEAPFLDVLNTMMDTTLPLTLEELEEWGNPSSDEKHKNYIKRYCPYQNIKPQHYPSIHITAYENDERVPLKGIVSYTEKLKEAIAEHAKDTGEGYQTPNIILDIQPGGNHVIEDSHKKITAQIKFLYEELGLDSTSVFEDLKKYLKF
LYPLA1 counter: blocks human lysophospholipase 1, a PME1 counter-screen. recombinant LYPLA1, FP-Rh probe fluorescence polarization. inhibition, % at 5.9 µM. AID 2174. actives 0.16% (n = 320,000). O75608;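 active means inhibition above the mean of all tested compounds plus 3 SD, set per campaign, cut at about 14% in these data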;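 further: inhibitors block serine hydrolase probe labeling of LYPLA1 so polarization falls; 0% = enzyme with DMSO and 100% = wells lacking LYPLA1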
ZTA DNA inh: ZTA (EBV) inhibition in EBNA-1 counter-screen. P03206. ZTA-DNA binding, fluorescence polarization. inhibition, % at 11 µM. actives 0.15% (n = 320,000). AID 2234; in the data active means inhibition above about 33%
LYPLA2 inh: counter-screen for PME1 inhibitors: inhibitors of human LYPLA2. O95372. inhibition, % at 5.9 µM. actives 0.38% (n = 320,000). recombinant LYPLA2, FP-Rh probe fluorescence polarization;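 active means inhibition above the screen-wide mean plus 3 SD, limit set per campaign, cut at about 26% in these data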;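 further: 0% = LYPLA2 with DMSO and 100% = wells lacking LYPLA2 enzyme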
PAFAH2 inh: PAFAH2 (human) inhibition; Q99487; recombinant PAFAH2, FP-rhodamine activity probe, fluorescence polarization; inhibition, % at 3.39 µM; actives 0.99% (n = 340,000);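 active means inhibition above the mean over all tested compounds plus 3 SD, cut at about 30% in these data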;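 further: inhibitors block probe labeling of enzyme so polarization drops; 0% = enzyme with DMSO and 100% = wells lacking PAFAH2 protein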
PAFAH1B3 inh: PAFAH1B3 (human) inhibition; Q15102; recombinant PAFAH1B3, FP-rhodamine probe, fluorescence polarization; inhibition, % at 3.39 µM; actives 0.28% (n = 340,000);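 active means inhibition above the screen-wide average of all tested compounds plus 3 SD, cut at about 25% in these data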;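 further: 0% = enzyme with DMSO only and 100% = wells lacking PAFAH1B3 protein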
PAD4 FP inh: blocks human protein arginine deiminase 4. Q9UM07. recombinant PAD4, RCA probe fluorescence polarization. inhibition, % at 6.36 µM. actives 0.41% (n = 330,000). AID 485272;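 active means percent inhibition above a cutoff equal to the mean of all tested compounds plus 3 SD, cut at about 15% in these data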;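 further: 0% = PAD4 with RCA probe and DMSO and 100% = probe without PAD4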
GSTO1 counter: blocks human GSTO1 in RBBP9 counter-screen. recombinant GSTO1, activity-based probe fluorescence polarization. inhibition, % at 5.96 µM. actives 1.1% (n = 300,000). AID 1974;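 active means inhibition above the campaign mean inhibition plus 3 SD, cut at about 35% in these data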;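 further: 0% = GSTO1-1 with DMSO and 100% = wells lacking GSTO1-1 enzyme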
An asterisk follows results filed as active; · = no result given.

1. Cn1nnnc1SCC(=O)Nc1cc(C(F)(F)F)ccc1N1CCOCC1
2. COC(=O)CSc1nnc(-c2cccnc2)n1-c1cc(OC)cc(OC)c1
3. Cc1ccc(/C=C(/NC(=O)c2ccccc2)C(=O)NCCc2c[nH]c3ccccc23)o1
4. CCOC(=O)Nc1ccc2c(c1)N(C(=O)CCN1CCN3CCCC3C1)c1ccccc1CC2 (configuration not stated)
5. O=C(/C=C/c1ccccc1Cl)NCc1ccccc1
6. Cc1nnc(SCC(=O)Nc2ccccc2)n1CCc1ccccc1
7. CCCOc1ccc(NC(=O)CC2C(=O)N(CC)C(=S)N2CCCN2CCN(Cc3ccccc3)CC2)cc1 (configuration not stated)
8. CC(=O)Nc1nc(C(=O)O)cs1

Screen / compound no.,1,2,3,4,5,6,7,8
LYPLA1 counter,-0.3,0.4,2.1,-3.5,-1.8,0.8,-3.2,-1.0
ZTA DNA inh,-29.3,2.0,1.7,-11.0,-11.4,2.4,7.2,-12.3
GSTO1 counter,-1.5,-4.0,6.3,2.4,1.9,4.9,-0.5,3.5
PAFAH2 inh,-0.4,-7.1,4.0,-2.0,-6.9,2.3,-1.2,-4.9
EBNA-1 inhibitor,-11.3,-9.1,-8.1,0.1,1.1,3.0,3.5,7.4
LYPLA2 inh,1.0,-2.7,8.0,-2.4,5.0,0.7,-1.1,-3.2
PAFAH1B3 inh,1.6,0.4,2.3,-2.8,3.4,5.0,2.5,6.9
PAD4 FP inh,0.6,1.4,-6.6,1.6,-0.4,2.7,-5.1,-1.2
PREPL inhibitor,8.7,-5.7,3.0,1.3,10.3,-2.3,-1.0,13.5

A different layout for some results above:
| item | mol | LYPLA1 counter | ZTA DNA inh | GSTO1 counter | PAFAH2 inh | EBNA-1 inhibitor | LYPLA2 inh | PAFAH1B3 inh | PAD4 FP inh | PREPL inhibitor |
| --- | --- | --- | --- | --- | --- | --- | --- | --- | --- | --- |
| 1 | Cn1nnnc1SCC(=O)Nc1cc(C(F)(F)F)ccc1N1CCOCC1 | -0.3 | -29.3 | -1.5 | -0.4 | -11.3 | 1.0 | 1.6 | 0.6 | 8.7 |
| 3 | Cc1ccc(/C=C(/NC(=O)c2ccccc2)C(=O)NCCc2c[nH]c3ccccc23)o1 | 2.1 | 1.7 | 6.3 | 4.0 | -8.1 | 8.0 | 2.3 | -6.6 | 3.0 |
| 4 | CCOC(=O)Nc1ccc2c(c1)N(C(=O)CCN1CCN3CCCC3C1)c1ccccc1CC2 (configuration not stated) | -3.5 | -11.0 | 2.4 | -2.0 | 0.1 | -2.4 | -2.8 | 1.6 | 1.3 |
| 7 | CCCOc1ccc(NC(=O)CC2C(=O)N(CC)C(=S)N2CCCN2CCN(Cc3ccccc3)CC2)cc1 (configuration not stated) | -3.2 | 7.2 | -0.5 | -1.2 | 3.5 | -1.1 | 2.5 | -5.1 | -1.0 |
| 6 | Cc1nnc(SCC(=O)Nc2ccccc2)n1CCc1ccccc1 | 0.8 | 2.4 | 4.9 | 2.3 | 3.0 | 0.7 | 5.0 | 2.7 | -2.3 |
| 5 | O=C(/C=C/c1ccccc1Cl)NCc1ccccc1 | -1.8 | -11.4 | 1.9 | -6.9 | 1.1 | 5.0 | 3.4 | -0.4 | 10.3 |

(listing goes on)
9. COc1ccccc1-c1cc(C2CC2)nc(N)c1C#N
10. O=C(CS(=O)(=O)Cc1ccccc1)Nc1ccc2c(c1)OCO2
11. CC1CCC2C(=O)N(c3cccc(C(=O)Nc4ccc(F)cc4)c3)C(=O)C2C1 (configuration not stated)
12. CC(O)[C@H](NC(=O)C1(c2ccccc2)CCN(C(=O)OC(C)(C)C)CC1)C(=O)O (some centres not stated)
13. COc1cc(S(=O)(=O)N2CCOCC2)cc(C(=O)OCC(=O)NC2CCCCC2)c1OC
14. CCN1CCN(C(C)C(=O)NC2CCCCC2)CC1 (configuration not stated)
15. NS(=O)(=O)c1ccc(CCNC(=O)C2CCCCC2)cc1
16. COc1ccc(CNC[C@@H](CCCCN(C)Cc2ccc(OC)cc2)N2C[C@H](c3ccccc3)N(CCc3ccc(Cl)c(Cl)c3)C(=O)C2=O)cc1

Screen / compound no.,9,10,11,12,13,14,15,16
LYPLA1 counter,-0.5,-0.4,4.6,-1.5,-1.6,4.7,-0.4,-3.4
ZTA DNA inh,-0.8,16.5,-1.1,-6.8,-8.1,14.2,-10.1,0.3
GSTO1 counter,0.7,13.8,-3.2,-5.0,·,1.1,2.1,-2.4
PAFAH2 inh,5.1,7.4,2.4,-4.6,22.7,-0.6,2.7,-0.3
EBNA-1 inhibitor,-1.7,5.5,3.3,-1.1,·,-9.4,3.4,-11.7
LYPLA2 inh,6.9,4.1,-3.3,3.6,4.4,2.8,-2.3,-0.3
PAFAH1B3 inh,5.2,8.2,3.9,-4.0,5.6,0.8,11.3,-3.0
PAD4 FP inh,2.8,-7.9,-3.0,-2.4,0.9,0.5,-3.3,-5.4
PREPL inhibitor,-7.6,2.3,0.5,-3.2,-0.4,11.6,-12.0,42.3

17. COc1cc2c(cc1OC)-c1nnnn1C(C)(C)C2
18. COc1ccc(N=C2CC(C)(C)CC(=O)/C2=C(/O)c2ccccc2)cc1
19. Cc1sc2nc(C)n(/N=C/c3ccc(O)cc3)c(=O)c2c1C
20. COc1ccc2cc(C(C)C(=O)N3CCC(C)CC3)ccc2c1 (configuration not stated)
21. CC1CC(C)CN(CC(=O)N2CCCc3c2c(=O)oc2ccc(OCc4ccccc4)cc32)C1 (configuration not stated)
22. COc1ccc(CC(=O)N2CCN(c3ccccc3F)CC2)cc1OC
23. CCNC(=O)COc1ccc(-c2ccccc2)cc1
24. COc1ccc(-c2[nH]c(-c3ccc(F)cc3)nc2SCC(=O)NCc2ccco2)cc1OC

Screen / compound no.,17,18,19,20,21,22,23,24
LYPLA1 counter,-0.1,0.7,-3.8,-3.3,-2.9,-0.1,-3.7,-5.5
ZTA DNA inh,2.6,5.8,-7.4,1.9,-3.7,-7.2,1.1,-7.3
GSTO1 counter,0.8,3.6,-0.7,-3.0,-2.3,4.2,-0.5,6.5
PAFAH2 inh,2.4,-0.6,-8.1,12.1,-9.7,-4.9,-3.0,2.8
EBNA-1 inhibitor,-0.6,3.8,-6.2,-3.4,0.8,1.4,-3.2,-4.0
LYPLA2 inh,4.3,-6.9,-1.4,3.6,-4.0,2.5,-4.6,3.5
PAFAH1B3 inh,3.9,7.2,2.7,-4.5,0.3,7.9,12.5,-1.6
PAD4 FP inh,-3.6,-2.3,-0.4,3.1,3.2,-1.6,0.1,-2.8
PREPL inhibitor,7.5,-2.6,1.9,21.4,26.2,14.7,19.2,6.6

25. COc1ccccc1NC(=O)Nc1ccc2c(c1)nnn2C
26. CC1CCCCC12NC(=O)N(CC(=O)NCc1ccccc1Cl)C2=O (configuration not stated)
27. Cc1ccc(NC(=O)Cc2ccc3c(c2)CCCC3)cc1C
28. Cc1ccc(C(=O)Nc2ccccc2C(=O)N2CC3(C)CC2CC(C)(C)C3)cc1 (configuration not stated)

Screen / compound no.,25,26,27,28
LYPLA1 counter,-3.5,·,-4.6,2.8
ZTA DNA inh,-5.0,·,11.0,-1.6
GSTO1 counter,2.7,·,-0.4,-2.2
PAFAH2 inh,2.7,-8.0,6.8,-2.8
EBNA-1 inhibitor,9.7,·,11.6,-8.0
LYPLA2 inh,-0.7,·,-9.5,1.3
PAFAH1B3 inh,-0.8,2.7,1.4,-6.8
PAD4 FP inh,3.7,2.1,-4.2,3.8
PREPL inhibitor,15.4,14.6,13.6,5.0

An excerpt; the hit share may differ from the screen's.
